Screening results from PubChem BioAssay.
RmlCD inh 1536 = M. tuberculosis RmlC/RmlD coupled enzyme inhibitors, primary screen, biochemical, compound mixtures, 384-well, from 1536-well plates | hit rate 0.03% among 160,000 | AID 1533, 2009 | inhibition, % at 3.6 µM | RmlC+RmlD coupled enzyme assay, percent inhibition; primary screen in compound mixtures; in the data active means inhibition mostly above about 34%, no sharp cut-off; inconclusive means no clear call, values can overlap the other calls; inactive means mostly below about 22%; further: some results filed as inactive read as strong as hits
Target sequence (P9WH09 whole entry, looked up): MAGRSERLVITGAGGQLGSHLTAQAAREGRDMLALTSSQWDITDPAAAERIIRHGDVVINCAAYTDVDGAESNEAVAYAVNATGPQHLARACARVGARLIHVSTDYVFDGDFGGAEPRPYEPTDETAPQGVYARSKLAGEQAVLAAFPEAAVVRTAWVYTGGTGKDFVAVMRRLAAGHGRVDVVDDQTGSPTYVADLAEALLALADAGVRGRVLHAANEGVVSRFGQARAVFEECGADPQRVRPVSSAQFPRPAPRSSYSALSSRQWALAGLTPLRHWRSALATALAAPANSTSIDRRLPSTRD
Target sequence (P9WH11 whole entry, looked up): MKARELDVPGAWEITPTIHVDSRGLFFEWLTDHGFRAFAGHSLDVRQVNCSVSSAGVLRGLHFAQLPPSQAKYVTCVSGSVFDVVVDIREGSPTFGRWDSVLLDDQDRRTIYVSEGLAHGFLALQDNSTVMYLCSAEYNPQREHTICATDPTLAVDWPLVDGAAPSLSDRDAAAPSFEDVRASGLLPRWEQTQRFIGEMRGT
M. tuberculosis GlmU = inhibition of mycobacterial GlmU enzyme – biochemical, glucosamine-1-phosphate acetyltransferase (AID 1376); Bifunctional protein GlmU (Mycobacterium tuberculosis (strain ATCC 25618 / H37Rv)); M. tuberculosis GlmU acetyltransferase enzyme assay; higher % means a stronger effect; inhibition, %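 (tested at 30 µM in the primary screen)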, or IC50 in µM where a hit was titrated; hit rate 0.25% among 220,000; in the data active means inhibition above about 13%; inconclusive means no clear call, values can overlap the other calls;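 further: 0% = complete reaction with vehicle and 100% = reaction without substrate; strong numbers were not always called active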
Numbers without * were called inactive; ? = inconclusive; / = no result given.

SMILES	RmlCD inh 1536	M. tuberculosis GlmU
COCCN(Cc1cc2cc3c(cc2nc1Cl)OCO3)C(=O)Nc1ccc(OC)cc1	/	-0.2%
COc1ccc(C2CC(C(F)(F)F)n3nc(C(=O)NCCCn4ccnc4)cc3N2)cc1OC (stereo unspecified)	/	6.1%
C/C(=N/Nc1ccc(C)cc1)C1(C)N(O)C(C)(C)C(c2ccco2)=[N+]1[O-] (stereo unspecified)	-0.1	5.6%
O=C(c1ccc(N2C(=O)C3CC=C(Cl)CC3C2=O)cc1)N1CCOCC1 (stereo unspecified)	1.1	-3.9%
O=[N+]([O-])c1ccc(O)c(C=Nc2cccc3ncccc23)c1	5.9	-3.3%
COc1ccc(C(=O)Nc2cc(Cl)ccc2OC(=O)c2ccc(OC)cc2)cc1	-6.0	-8.6%
COc1ccccc1Oc1ccccc1[N+](=O)[O-]	-11.8	2.0%
COc1ccc(Cc2nnc(SCc3nc4ccccc4c(=O)[nH]3)o2)cc1	-7.6	2.6%
COc1ccc(-c2nn(CCC#N)cc2C=C(C#N)C#N)cc1	-0.5	2.5%
Cc1ccc(SCc2noc(-c3c(C)noc3C)n2)cc1	2.2	2.8%
Cc1ccc(S(=O)(=O)NNC(=O)c2ccc(O)cc2)cc1	7.5	-1.3%
COc1ccccc1NC(=O)CSc1ccc2nnc(-c3ccncc3)n2n1	6.3	2.3%
Clc1ccc2c(N/N=C/c3ccccc3Br)ccnc2c1	2.6	-0.4%
Cn1c(N)c(C(=O)N/N=C/c2ccccc2)sc1=S	14.2	-4.8%
NS(=O)(=O)c1ccc(CCNS(=O)(=O)c2cccc(C(=O)O)c2)cc1	1.0	-1.5%
CSc1ncc(Cl)c(C(=O)O)n1 (tested in a mixture with another compound)	/	5.0%
CC(C)c1cc(CNC(=O)CCc2nnc(CCCc3ccccc3)o2)on1	8.5	3.3%
O=c1[nH]cc(NCCNc2ncc(C(F)(F)F)cc2Cl)c(=O)[nH]1	47.3	-0.8%
CS(=O)(=O)N(Cc1nnc(-c2cccs2)o1)c1ccc(Cl)cc1F	12.0	-0.8%
Cc1ccc(Sc2ccc(/C=N/O)cc2[N+](=O)[O-])cc1	12.6	-3.9%
Cc1nc(Cl)nc(N(C)c2ccccc2)c1[N+](=O)[O-]	-6.2	1.4%
Cc1nnc(NC(=O)c2csc3c2CCCC3)s1	-14.8	-2.5%
Cc1ccc(C(c2c(C)[nH][nH]c2=O)c2c(C)[nH][nH]c2=O)cc1[N+](=O)[O-]	-14.0	0.2%
CCN1CCN(C(=O)c2ccc(CS(=O)(=O)Cc3ccccc3F)o2)CC1	/	-1.2%
O=C(CCS(=O)(=O)c1ccc(Br)cc1)N1CCN(c2ccccc2)CC1	-11.0	0.1%

Fetched by compound from above, seven records:
SMILES	RmlCD inh 1536	M. tuberculosis GlmU
Cc1ccc(S(=O)(=O)NNC(=O)c2ccc(O)cc2)cc1	7.5	-1.3%
COc1ccc(C2CC(C(F)(F)F)n3nc(C(=O)NCCCn4ccnc4)cc3N2)cc1OC (stereo unspecified)	/	6.1%
Cc1ccc(SCc2noc(-c3c(C)noc3C)n2)cc1	2.2	2.8%
O=C(c1ccc(N2C(=O)C3CC=C(Cl)CC3C2=O)cc1)N1CCOCC1 (stereo unspecified)	1.1	-3.9%
CSc1ncc(Cl)c(C(=O)O)n1 (tested in a mixture with another compound)	/	5.0%
O=[N+]([O-])c1ccc(O)c(C=Nc2cccc3ncccc23)c1	5.9	-3.3%
Cc1ccc(C(c2c(C)[nH][nH]c2=O)c2c(C)[nH][nH]c2=O)cc1[N+](=O)[O-]	-14.0	0.2%

Molecules shown so far with bromine, in the order listed:
SMILES	RmlCD inh 1536	M. tuberculosis GlmU
Clc1ccc2c(N/N=C/c3ccccc3Br)ccnc2c1	2.6	-0.4%
O=C(CCS(=O)(=O)c1ccc(Br)cc1)N1CCN(c2ccccc2)CC1	-11.0	0.1%

Later entries
SMILES	RmlCD inh 1536	M. tuberculosis GlmU
Cc1ccccc1OCCSc1nnc(C)n1-c1ccccc1	-7.5	-1.8%
S=c1[nH]nc(-c2cccs2)n1/N=C/c1cn(-c2ccccc2)nc1-c1cccs1	?	-1.5%
O=C(Nc1nonc1NC(=O)c1cccs1)c1cccs1	-6.2	-2.9%
COc1ccc(CC(=O)c2ccc(OC)c(OC)c2C)cc1OC	-12.3	-0.3%
CC(C)(C)c1nnc2sc(SC/C(O)=C(\C#N)c3nc4ccccc4[nH]3)nn2c1=O	-2.0	7.9%
COC(=O)[C@H](C)[C@H]1C[C@]1(C)[C@H](NC(=O)OCc1ccccc1)c1ccccc1	/	0.5%
COc1cc(-c2noc(-c3cccc(Cl)c3)n2)cc(OC)c1OC	/	2.4%
CCOC(=O)Cc1csc(NS(=O)(=O)c2ccc(SC)cc2)n1	-9.0	4.1%
N#C/C(C(=O)N1CCCC1)=C1/N=C(N)c2ccccc21	0.2	2.6%
O=C(CCn1cnnn1)Nc1ccccc1F	5.7	-1.0%
COC(=O)c1ccc(CNC(=O)COC(=O)C2CCC(C(C)(C)C)CC2)cc1 (stereo unspecified)	1.5	4.1%
COC(=O)c1sccc1NC(=S)NCc1ccc(Cl)cc1	-9.8	21.7%
CC(C)Cn1c(N)c(C(=O)COC(=O)c2ccccc2F)c(=O)n(C)c1=O	0.0	-3.5%
Cc1ccc(S(=O)(=O)NCC2CCC(C(=O)O)CC2)cc1 (stereo unspecified)	-6.1	0.6%
COc1ccc(C2OCC3(CO2)SC(=O)NC3=O)cc1OC (stereo unspecified)	-13.5	-4.2%
COc1ccc(N2CCN(S(=O)(=O)c3ccc(C(=O)NCc4ccco4)cc3)CC2)cc1	5.4	-0.9%
CCc1nnc(NC(=O)c2cccc(OC)c2)s1	9.5	-2.3%
Cn1c(CNC(=O)c2ccco2)nnc1SCC(=O)Nc1ccc(Br)cc1F	/	5.7%
COc1cc2c(cc1OC)C(C(=O)NCc1ccco1)C1c3ccccc3CCN1C2=O (stereo unspecified)	?	-4.6%
CCN(CC)CCCNS(=O)(=O)c1ccc(OC)cc1	-1.9	-5.5%
CNC(=S)N1N=C(c2ccccc2)CC1c1ccc(OC)c(OC)c1 (stereo unspecified)	14.6	1.7%
CCCCOP(=O)(c1ccc(N(C)C)cc1)C(O)c1ccncc1 (stereo unspecified)	5.5	8.1%
CC(=O)Nc1ccccc1OC(=O)N(C)C	/	4.9%
Cc1cc(Nc2nc3ccccc3nc2Cl)n(-c2ccc([N+](=O)[O-])cc2)n1	-6.3	0.2%
Nc1ccc2c(c1Cl)C(=O)c1ccc(N)c(Cl)c1C2=O	/	5.9%

Carrying on:
SMILES	RmlCD inh 1536	M. tuberculosis GlmU
O=c1c(Cl)c(N/N=C/c2ccc(Br)cc2)cnn1-c1ccccc1	2.1	/
Cn1c(=O)n(C)c2cc(/C=C3/SC(=O)N(CC(=O)N4CCOCC4)C3=O)ccc21	0.2	4.1%
C=CCSc1nnc(NC(=O)c2ccc(Cl)nc2)s1	-7.0	2.1%
O=C(c1cc(=O)c2ccccc2o1)N1CCN(c2cccc(Cl)c2)CC1	-7.7	-3.5%
CCCCCN1C(=O)Cn2c(nc3ccccc3c2=O)C1C (stereo unspecified)	-5.5	1.1%
CCc1n[n+](CC(=O)c2ccccc2)c(N)s1	3.4	-2.7%
Cc1ccc(NC2=NCCCCC2)cc1	0.1	0.7%
Cc1ccc(CNC(=O)C2CC(c3cccc([N+](=O)[O-])c3)=NO2)cc1 (stereo unspecified)	13.1	-2.6%
Cc1cc(C)nc(/N=c2/ssnc2Cl)c1	-9.1	2.9%
C#CCOCCOCCOCCNc1nc(N2CCN(C(=O)Cn3cc(CCCCN)nn3)CC2)nc(N2CCN(C(=O)Cn3cc(CCCCN)nn3)CC2)n1	/	-5.9%
COc1ccc(S(=O)(=O)N2CCN(C(=O)c3c(-c4ccccc4)noc3C)CC2)cc1	1.0	-1.6%
COC(=O)c1ccc(C2c3c(oc4ccc(Cl)cc4c3=O)C(=O)N2CCN2CCOCC2)cc1 (stereo unspecified)	4.7	-0.2%
COc1ccc(CNC(=O)CS(=O)Cc2nc(-c3ccccc3C)oc2C)cc1 (stereo unspecified)	3.3	-1.6%
O=C(Nc1cccc2ccccc12)c1cc2c(cc1Br)OCO2	-5.3	6.0%
COc1ccc2cc(CCNC(=O)C3CCCC3)c(=O)[nH]c2c1	12.6	-5.1%
COc1ccc(S(=O)(=O)N(C)c2ccc(C(=O)N3CCCCC3)cc2)cc1OC	-20.1	2.4%
O=C(CCSCc1cccc(Cl)c1)NCCC1=CCCCC1	6.1	10.2%
CCOC(=O)c1c(/N=C/C2=C(O)CC(C)(C)CC2=O)sc(C)c1C	-9.7	3.6%
CN(C)c1ccc(NC(=O)CSc2nc3c(c(=O)[nH]2)CCCC3)cc1	/	3.5%
COc1cccc(C(=O)N/N=C/c2ccc(Oc3ccc([N+](=O)[O-])cn3)c(OC)c2)c1	-23.0	-3.9%
CCOC(=O)c1c(N)sc(N)c1C(=O)OCC	/	5.7%
O=S(=O)(c1ccccc1)c1nc(-c2ccccc2Cl)oc1NCCN1CCOCC1	/	8.0%
Cc1nc2cc(NC(=O)Nc3nccs3)ccc2n1C	1.4	0.7%
COc1cccc(NC(=O)N2CCC(C(N)=O)(N3CCCCC3)CC2)c1	/	-5.7%
OCCNC1=NCCN1	12.4	4.0%

Remaining list, next part:
SMILES	RmlCD inh 1536	M. tuberculosis GlmU
c1ccc(COCCN2CCN(CCOCc3ccccc3)CC2)cc1	/	-3.2%
CCNc1ccc(C(=O)OCC(=O)NC(=O)NCC(C)C)cc1[N+](=O)[O-]	-11.0	-3.6%
Cc1ccc(C(=O)c2ccccc2C(=O)O)cc1C	6.4	-0.8%
Cc1cccc2cc(-c3ccccc3)c(-c3ccccc3)c[n+]12	-11.1	-10.7%
O=C(COC(=O)CNC(=O)c1ccc(Cl)cc1Cl)Nc1ccc(N2CCOCC2)cc1	-56.8	2.4%
CC(=O)Nc1cccc(OC(=O)c2ccoc2C)c1	4.2	-0.2%
CCCN(CC(=O)Nc1cc(C)on1)S(=O)(=O)c1cccc(C(F)(F)F)c1	17.6	-1.2%
Cc1ccc(-c2nnc(N3CCCCC3)c3ccccc23)cc1	-22.1	-2.7%
C=CCC(C=C)S(=O)(=O)c1ccc(C)cc1 (stereo unspecified)	-8.4	0.4%
Cc1onc(-c2ccccc2)c1C(=O)NCc1cccs1	2.6	2.8%
CCOC(=O)Nc1nc(-c2ccccc2)c(C(=O)c2ccc(Cl)cc2)s1	/	4.2%
CCCN1/C(=C2/SC(=S)N(CC)C2=O)C=Cc2ccccc21	-3.6	1.3%
COc1ccc(-c2csc3ncn(-c4ccccc4)c(=O)c23)cc1OC	5.0	-0.8%
CCS(=O)(=O)Nc1ccc(-c2ccc(NS(=O)(=O)CC)c(OC)c2)cc1OC	-7.3	-2.4%
O=C(OC(c1ccccc1)c1nccc2ccccc12)c1cccc([N+](=O)[O-])c1 (stereo unspecified)	?	-0.6%
C=CCN=Cc1c(C)[nH]n(-c2ccccc2)c1=O	-11.9	6.2%
CC[C@H](C)[C@@H](C(=O)N1CCNCC1)n1cc([C@@H](N)Cc2ccc(O)cc2)nn1	/	4.3%
O=C(CSc1nnc(C2CCCCC2)n1Cc1ccccc1)NCc1ccco1	/	1.0%
c1ccc2sc(C3CCN(Cc4nnnn4Cc4ccc5c(c4)OCO5)CC3)nc2c1	/	-2.1%
COc1ccc(C(=O)OCC(=O)NC2CC2)cc1[N+](=O)[O-]	2.0	4.4%
COc1ccc(-c2c[n+](CC(=O)N3c4ccccc4Sc4ccccc43)c3n2CCC3)cc1	59.7	-2.5%
N#CNC(=Nc1ccc(F)cc1)SCc1ccccc1	0.8	-2.4%
CCOC(=O)CN(C(=O)CSc1nnc(-c2ccncc2)n1CCCOC)c1ccccc1	/	-3.5%
COc1cc(OC)c2c(C)cc(=O)oc2c1C(CCN1CCOCC1)c1ccc(N(C)C)cc1 (stereo unspecified)	-10.6	4.1%
C=CCc1cccc(/C=N/NC(=O)CNc2ccccc2OC)c1O	4.5	0.2%

Continued.
SMILES	RmlCD inh 1536	M. tuberculosis GlmU
CSc1nc(SCC(=O)NCc2ccco2)c2c3c(sc2n1)COC(C)(C)C3	-9.7	-0.6%
CN(C)CCNC(=O)COc1cccc2c1OC(C)(C)C2	-8.5	0.6%
CN(C)c1nc(OCCNC(=O)Nc2ccc(Cl)cc2)nc(N(C)C)n1	5.1	-0.4%
CCCOc1ccc(C2=NNC(=O)CC2)cc1	-4.5	3.1%
COc1cc(OC)c(OC)cc1NC(=O)CC1COc2ccccc2O1 (stereo unspecified)	/	1.8%
O=C(Nc1cccc(Cl)c1)N1CCCC1	-3.1	2.2%
CC(C)CCC(CC(C)O)C(=O)NNC(=S)Nc1ccccc1 (stereo unspecified)	-4.6	-0.8%
Cc1cc(C)n(-c2ccc(C(=O)OCc3nnc(-c4ccccc4)o3)cc2)n1	-2.4	-2.8%
CCC(C)C(=O)Nc1nnc(SCC(=O)Nc2ccc(F)cc2)s1 (stereo unspecified)	-4.3	-5.5%
CCC(=NCc1cccnc1)c1c(O)n(-c2ccc(C)cc2)c(=O)[nH]c1=O	/	6.2%
COCCCNCCCCOc1ccc(Br)cc1Cl	-3.6	-3.1%
C=C(C)CSC1=C(C#N)C(c2ccccc2Cl)CC(=O)N1 (stereo unspecified)	/	-1.8%
COc1cccc(N(C(C)=O)c2nc(C)cc(C)c2C#N)c1	-8.5	-1.5%
CC(NC(=O)c1cc(F)c(F)cc1Cl)c1ccncc1 (stereo unspecified)	/	2.8%
CCOC(=O)CC(=O)CSc1nc2c(cc1C#N)CCC2	-3.5	-1.5%
O=C(OCc1csc(-c2ccccc2)n1)c1cccs1	-2.6	-4.9%
CCC(C)NC(=O)c1ccc2c(Cl)c3c(nc2c1)CCC3 (stereo unspecified)	/	2.9%

These rows are one share of the data; count on the stated rates, not on these rows.
